# Bim-Bcl-2 – inhibitors of Bim-Bcl-2 interaction, human. P10415. Bead-based flow cytometry, Bim peptide-Bcl-2 binding. inhibition, % at 10 µM. 190,000 tested, 0.06% active. AID 950; in the data active = inhibition above about 40%; inconclusive = no clear call, values can overlap the other calls;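 also: 0% = no compound wells with probe peptide and 100% = reference peptide inhibitor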
# ABCG2 block – human ABCG2 inhibition, ABCB1 as counter-screen; IgMXP3 cells, JC-1 efflux, flow cytometry; inhibition, % at 6.6 µM; 190,000 tested, 0.1% active;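 active = inhibition above 80%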;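 also: 0% = DMSO and 100% = nicardipine control wells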
# Target sequence (Q9UNQ0 whole entry, looked up): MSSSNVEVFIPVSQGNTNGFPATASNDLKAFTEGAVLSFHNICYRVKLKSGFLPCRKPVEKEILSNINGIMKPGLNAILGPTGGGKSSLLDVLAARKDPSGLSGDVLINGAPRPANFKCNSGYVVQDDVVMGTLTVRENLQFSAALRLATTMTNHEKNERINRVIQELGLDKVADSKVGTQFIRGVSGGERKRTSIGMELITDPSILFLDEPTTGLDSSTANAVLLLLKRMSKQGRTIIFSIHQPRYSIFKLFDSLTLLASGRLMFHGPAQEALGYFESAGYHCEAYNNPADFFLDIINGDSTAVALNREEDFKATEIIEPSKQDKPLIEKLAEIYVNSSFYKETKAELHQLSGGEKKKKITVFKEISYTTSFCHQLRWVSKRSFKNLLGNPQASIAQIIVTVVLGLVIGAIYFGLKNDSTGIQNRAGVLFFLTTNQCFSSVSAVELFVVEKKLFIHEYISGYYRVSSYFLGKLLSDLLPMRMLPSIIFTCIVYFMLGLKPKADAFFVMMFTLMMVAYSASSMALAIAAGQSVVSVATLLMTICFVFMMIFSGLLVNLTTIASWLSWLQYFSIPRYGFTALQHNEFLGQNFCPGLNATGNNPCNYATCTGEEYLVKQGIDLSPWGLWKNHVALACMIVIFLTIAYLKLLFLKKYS
#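 Read-out basis: Efflux inhibition in percent versus controls | Test system: ABCG2 IgMXP3 and barcoded ABCB1 CCRF-Adr cell mix | Quantity: 3 million cells/mL in well | Schedule: 10 min at 25 °C | Control set: Nicardipine as high control, DMSO as low control | Reagent: JC-1 as fluorescent efflux pump substrate | Signal: Flow cytometry of retained JC-1 fluorescence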
# Bcl-B Bim block – human Bim-Bcl-B interaction inhibition; inhibition, % at 10 µM; 190,000 tested, 0.073% active; bead-based flow cytometry, Bim peptide-Bcl-B binding; AID 951;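 also: 0% = tracer peptide without compound and 100% = reference inhibitor peptide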
# Target sequence (Q9HD36 whole entry, looked up): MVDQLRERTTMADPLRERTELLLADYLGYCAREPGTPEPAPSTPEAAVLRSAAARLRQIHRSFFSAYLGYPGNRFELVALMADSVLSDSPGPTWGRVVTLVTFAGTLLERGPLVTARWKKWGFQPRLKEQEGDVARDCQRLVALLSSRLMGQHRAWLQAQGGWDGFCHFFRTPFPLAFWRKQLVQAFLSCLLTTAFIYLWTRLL
# RGS8-Gao reg – modulates binding of RGS8 to human Galphao. multiplexed bead flow cytometry; actives lie on both sides. response (percent of control binding), % at 10 µM. 220,000 tested, 0.34% active. AID 1423; in the data active = response below about 60% or above about 140%; inactive = in between;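 also: Galphao activated as the GDP aluminium fluoride complex binding bead-coupled RGS8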
# Bim-Bcl-W – inhibitors of Bim-Bcl-W interaction, human; AID 952; inhibition, % at 10 µM; Q92843; bead-based flow cytometry, Bim peptide-Bcl-W binding; 190,000 tested, 0.02% active;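 also: 0% = bound tracer without compound and 100% = peptide blocker; higher means less fluorescent Bim peptide bound to Bcl-W beads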
# Target sequence (Q92843 whole entry, looked up): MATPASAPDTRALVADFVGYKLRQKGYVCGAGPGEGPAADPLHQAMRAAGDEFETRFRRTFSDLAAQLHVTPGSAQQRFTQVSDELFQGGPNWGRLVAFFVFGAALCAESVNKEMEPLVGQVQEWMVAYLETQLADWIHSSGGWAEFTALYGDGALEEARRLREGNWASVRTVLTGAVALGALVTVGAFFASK
# Bcl-XL Bim block – human Bim-Bcl-XL interaction inhibition; 190,000 tested, 0.04% active; Bim peptide-Bcl-XL binding, bead flow cytometry, fluorescence; inhibition, % at 10 µM; Q07817; AID 1007
# Bfl-1 Bim block – inhibitors of Bim-Bfl-1 interaction, human | Q16548 | Bead-based flow cytometry, Bim-Bfl-1 binding inhibition | inhibition, % at 10 µM | 190,000 tested, 0.12% active | AID 1008;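 also: 0% = wells without compound plus tracer and 100% = blocker peptide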
# Mcl-1 Bim block – human Bim-Mcl-1 interaction inhibition; Q07820; Bead-based flow cytometry, Bim peptide-Mcl-1 binding; inhibition, % at 10 µM; 190,000 tested, 0.1% active; AID 1009;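 also: 0% = no compound tracer wells and 100% = peptide blocker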
# RGS4-Gao reg – modulates binding of RGS4 to human Galphao; 220,000 tested, 0.33% active; Multiplexed bead flow cytometry; actives lie on both sides; binding response (% of control), % at 10 µM; AID 1415; P09471; in the data active = binding response below about 49% or above about 150%; inactive = in between;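 also: fluorescent Galphao activated with aluminum fluoride binding bead-coupled RGS4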
# ABCB1 inh – human ABCB1 inhibition, ABCG2 as counter-screen. CCRF-Adr cells, JC-1 efflux, flow cytometry. inhibition, % at 6.6 µM. 190,000 tested, 0.067% active; in the data active = inhibition above about 40%;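 also: 0% = vehicle and 100% = reference inhibitor; higher value means more JC-1 retained so stronger ABCB1 efflux block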
# RGS7-Gao reg – human RGS7-Galphao interaction regulation; Multiplexed bead flow cytometry, RGS7-Galphao binding; actives lie on both sides; 220,000 tested, 0.35% active; P09471; binding response (% of control), % at 10 µM; AID 1439; in the data active = binding response below about 49% or above about 150%; inconclusive = no clear call, values can overlap the other calls; inactive = in between;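 also: fluorescent Galphao held in activated GDP-AlF4 state binding bead-coupled RGS7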
# Numbers without * were called inactive; ? = inconclusive. Rule as the data show it, unless noted: active = inhibition above about 40%.
SMILES,Bim-Bcl-2,ABCG2 block,Bcl-B Bim block,RGS8-Gao reg,Bim-Bcl-W,Bcl-XL Bim block,Bfl-1 Bim block,Mcl-1 Bim block,RGS4-Gao reg,ABCB1 inh,RGS7-Gao reg
c1ccc(N2CCN(c3nc(-c4ccccn4)nc4ccccc34)CC2)cc1,-13,36,-11,102,-2,-15,-21,-7,101,9.2,102
NS(=O)(=O)c1ccc(CCNC(=O)CSc2nc3ccsc3c(=O)n2CCCCC(=O)O)cc1,-3,0,-2,108,2,0,-6,0,104,-0.2,102
Cc1ccc(Cn2c(=N)n(CC(=O)c3ccccc3)c3ccccc32)cc1,1,-1,-1,103,0,-1,-4,2,102,0.9,106
COc1ccc(-n2c(Cc3cccn3C)nnc2SCC(=O)Nc2cccc(F)c2)cc1,3,3,6,100,3,-1,2,0,99,0.6,97
CCCCN(C)C(=O)c1nc2ccccn2c1CNCCCn1nnc2ccccc21,-2,7,-5,98,0,-1,-3,-4,99,3.5,94
Cc1cc(C)c(NS(=O)(=O)c2ccc(NC(=O)/C=C/C(=O)O)cc2)c(C)c1,-8,3,-9,12*,-6,-10,-14,-5,9.7*,0.2,-0.2*
CC(c1ccc(Cl)cc1)n1c(-c2ccc3ccccc3n2)n[nH]c1=S (stereo not drawn),-2,-2,-6,101,-6,-4,0,-5,104,-0.5,99
C=C(C)C1CC=C(CN2CCC(O)CC2)CC1 (stereo not drawn),0,-1,1,89,-2,0,0,0,67,-0.2,76
CCCOC(=O)c1ccc(Cl)c(NC(=O)c2ccc(-c3ccccc3)cc2)c1,0,1,-2,98,-1,0,-6,0,99,0.3,101
CCc1cccc2c(C(=O)CSc3nncn3C)c[nH]c12,1,6,4,99,-1,0,4,-1,100,0.5,?
CN(C)/C=N/C(=S)Nc1ccc(F)cc1,-11,1,-9,99,0,4,-10,-1,98,0.2,99
N#C/C(=C/c1ccco1)c1nc2ccccc2s1,-3,30,-6,111,-3,-2,0,-1,109,0.5,110
OC(COc1ccccc1)Cn1c2ccccc2c2ccccc21 (stereo not drawn),-3,1,-3,103,-3,-7,-2,-6,103,-0.1,100
O=C(CN(c1ccccc1)S(=O)(=O)c1ccccc1)NCCSc1ccccn1,0,0,0,103,3,1,-3,3,100,0.1,104
O=C(Cc1cccc2ccccc12)Nc1ccc2c(c1)C(=O)NC2=O,0,26,0,102,4,0,-4,1,102,2.5,95
CC(C)Cn1c(CN(C)Cc2ccccc2)nc2c1c(=O)n(C)c(=O)n2C,-4,0,-1,111,-2,-2,-2,-1,107,-0.5,103
CC(C)C(OC(=O)c1cc2c(s1)CCCCC2)C(=O)NC(N)=O (stereo not drawn),3,7,-3,101,-5,-4,1,-8,102,0.5,98
O=C1c2ccccc2C(=O)N1CCC(=O)N1CCCc2ccccc21,-4,2,-6,98,-3,-1,-1,-1,102,0.8,99
Nc1nc2nonc2nc1N1CCCCC1,0,1,-4,101,2,-4,-5,0,100,0.2,99
CC(C)CC(=O)NC(NC(=O)CC(C)C)c1cccc([N+](=O)[O-])c1,-4,3,0,99,1,-4,-4,0,98,0.5,98
CC(C)(C)c1ccc(S(=O)(=O)N2CCCC2C(=O)N2CCOCC2)cc1 (stereo not drawn),0,-2,-2,97,0,-2,-6,0,96,-0.1,94
CCN(Cc1ccccc1)C(=O)COC(=O)c1cc(Cl)nc(Cl)c1,-3,13,-6,101,-2,0,-6,0,101,1.5,?
CC1(C)CC(=O)C2=C(C1)NC(=O)CC2c1ccc(N(CCC#N)CCC#N)cc1 (stereo not drawn),-6,0,-3,101,2,-3,-10,2,97,0.1,96
Nc1nonc1-c1nc2ccccc2n1CCC(=O)O,0,0,-4,101,0,0,0,-4,99,0.2,97
Cc1ccc2[nH]c3c(c2c1)CN(C(=O)CN1CCSCC1)CC3,0,7,-1,107,-2,0,0,-4,108,0.4,105
Cc1sc(NC(=O)c2ccc(F)cc2)c(CN2CCCCCC2)c1C,1,-2,-2,96,-1,-7,0,-3,102,-0.5,100
Cc1cc(C)cc(OCC(=O)Nc2cccc(-c3nc4ncccc4o3)c2)c1,-7,1,-2,101,1,-3,-10,0,96,-0.7,92
S=C(NCCc1ccccc1)N/N=C/c1cccc(Cl)c1Cl,-7,10,-11,98,-7,-9,-7,-9,100,-0.6,101
CCc1ccc(C(=O)NN(C(=O)c2ccc(CC)cc2)C(C)(C)C)cc1,-8,2,-5,99,0,-4,-17,1,98,0.5,94
CC1CCC(NC(=O)C2c3ccccc3C(=O)N2Cc2cccs2)CC1 (stereo not drawn),-5,2,-3,107,-3,-8,1,-10,102,1.0,107
Cc1ccc(NC(=O)c2sc(=S)n(-c3cc(C)ccc3F)c2N)cc1,-2,9,-31,99,4,-2,11,-1,102,-0.1,98
Cc1scc(C(=O)NNC(=S)NCC2CCCO2)c1-c1ccccc1 (stereo not drawn),0,-1,-8,71,-1,-2,1,-2,98,-0.1,100
CCC(C)(C)n1nnnc1C(C(C)C)N(CCCO)Cc1cc2cc(C)ccc2[nH]c1=O (stereo not drawn),-4,5,-2,89,-3,-1,0,-1,77,1.1,102
Cc1csc(NC(=O)c2cccc(Cn3nc(C)c(Br)c3C)c2)n1,1,22,-1,102,0,0,-1,-2,99,3.6,102
O=C(O)Cc1c[nH]c2cccc(O)c12,2,-3,8,100,2,1,10,0,102,-0.6,101
O=C(Nc1ccccc1)C1CC(=O)N(C2CCCCC2)C1 (stereo not drawn),-1,2,-2,108,2,1,0,1,109,0.5,110
O=C1OCc2cc(NS(=O)(=O)c3cccs3)ccc21,0,4,0,101,0,-2,0,-2,100,0.5,98
Cc1nc(C(=O)NC(C)C)nn1-c1cc(Cl)cc(Cl)c1,-4,13,-5,96,1,0,-7,0,94,1.7,?
COC(=O)c1cc(Br)ccc1-c1ccc(/C=N/n2nnnc2N)o1,-3,2,-5,101,4,-2,-8,0,99,0.3,99
CC(C)n1c(=O)[nH]c2ccccc21,0,0,0,100,-5,-2,0,0,102,-0.1,101

# Records above printed as active in RGS7-Gao reg:
SMILES | Bim-Bcl-2 | Bcl-B Bim block | RGS8-Gao reg | Bim-Bcl-W | Bcl-XL Bim block | Bfl-1 Bim block | Mcl-1 Bim block | RGS4-Gao reg | RGS7-Gao reg
Cc1cc(C)c(NS(=O)(=O)c2ccc(NC(=O)/C=C/C(=O)O)cc2)c(C)c1 | -8 | -9 | 12* | -6 | -10 | -14 | -5 | 9.7* | -0.2*

# Later entries:
SMILES,Bim-Bcl-2,ABCG2 block,Bcl-B Bim block,RGS8-Gao reg,Bim-Bcl-W,Bcl-XL Bim block,Bfl-1 Bim block,Mcl-1 Bim block,RGS4-Gao reg,ABCB1 inh,RGS7-Gao reg
CC1(C)SCC(C(=O)O)N1C=O (stereo not drawn),-5,8,-11,97,-2,-8,-17,-2,99,0.1,100
CCN=C1SC(CC(=O)Nc2sc3c(c2C#N)CCCC3)C(=O)N1CC (stereo not drawn),-1,1,-2,99,3,-1,-8,3,97,0.6,94
COc1cc(OC)nc(NC(=O)COC(=O)C2CCCCC2)n1,-7,32,-6,105,-3,0,-15,-1,104,1.0,100
S=C(NCc1ccco1)N/N=C/c1ccccc1Cl,-4,1,-8,86,0,-1,1,-4,99,-0.7,100
O=C(c1cccs1)N(Cc1cccc(Cl)c1)C1CCS(=O)(=O)C1 (stereo not drawn),-8,6,-7,102,0,2,-8,-2,102,2.0,102
CCOC(=O)c1cc(-c2ccc(Cl)cc2)nc2onc(C)c12,-9,83*,-3,99,2,0,-14,2,99,1.4,96
CCC1CCc2c(sc(NC(=O)C3CC=CCC3C(=O)O)c2C#N)C1 (stereo not drawn),-1,1,-2,102,-1,-3,-1,-3,101,0.2,98
CCOC(=O)CN1CC23C=CC(O2)C(C(=O)NC2CCCC2)C3C1=O (stereo not drawn),-6,3,-8,102,-5,-12,-17,0,98,0.5,100
CCN(CC)CCN(C)c1ccc(N2C(=O)C3CC=CCC3C2=O)cc1[N+](=O)[O-] (stereo not drawn),0,3,-1,101,-3,-2,-3,-2,105,0.4,98
C=CCOC(=O)C1=C(C)NC(=O)NC1c1cn(-c2ccccc2)nc1-c1cccs1 (stereo not drawn),-1,1,-1,101,-2,-1,-2,-2,101,0.3,101
O=C1N(Cc2cccc(Cl)c2)C[C@@H]2C[C@@H](c3cccc4cccnc34)N3CCC[C@@]123,-2,-2,-1,101,-1,-4,-1,0,122,0.2,148
Cc1cc(Nc2nc3ccccc3nc2Cl)n(-c2ccccc2)n1,0,4,0,98,-3,-1,-1,-1,100,1.0,109
COc1cc2c(cc1OC)C(Cc1ccc(O)cc1)N(C)CC2 (stereo not drawn),2,3,-1,103,-2,-2,3,-2,101,0.8,97
CCOC(=O)c1cccc(NC(=O)CSc2nnc(-c3cccnc3)n2CC)c1,-3,4,0,101,-1,2,-2,-1,99,0.5,96
COc1ccc(/C(C)=N/NC(=O)CNC(=O)c2cccs2)cc1OC,-1,1,-3,100,-1,-1,-4,-1,99,-1.1,97
O=C(CCn1c(=S)oc2ccccc21)Nc1cccc(F)c1,-4,24,-2,100,-3,-5,-4,-5,102,-0.5,105
COCCOC(=O)C1=C(C)NC(=S)NC1c1cccs1 (stereo not drawn),-4,-1,-5,100,-2,0,-9,-4,97,-0.5,96
COc1ccc(Oc2coc3cc(OCC(=O)N4CCCCC4)ccc3c2=O)cc1,-3,10,-4,100,-4,-7,-1,-3,105,1.0,103
COc1ccc(OC)c(S(=O)(=O)N2Cc3ccccc3CC2C(=O)O)c1 (stereo not drawn),-14,8,-10,100,1,-7,-22,-4,97,0.1,100
O=C(O)c1ccc(NC(=S)NC(=O)c2ccc(-c3ccccc3)cc2)cc1,-4,1,-3,98,-1,-5,-5,-1,97,-0.8,103
CC(=O)N1CCC(N(CCN2CCOCC2)C(=S)Nc2c(C)cccc2C)CC1,5,-1,0,99,5,-3,1,1,100,0.1,99
O=C(c1ccccc1)N1CCOC12CCN(c1ncc(C(F)(F)F)cc1Cl)CC2,-7,5,-6,107,1,-9,-12,0,113,2.0,108
CCOC(=O)CS(=O)(=O)CC(=O)Nc1ccc([N+](=O)[O-])cc1OC,-2,10,-4,101,0,0,-4,0,103,1.4,100
OCCNCCOc1ccccc1F,-4,-1,-3,96,-3,-3,-2,-4,95,-0.1,97
Cc1ccc(Nc2cc(=O)oc3ccccc23)c(C)c1,-2,1,-1,102,-1,0,-4,-1,99,0.1,103
Clc1ccc(OCCOCCN2CCCCC2)c(Br)c1,2,1,-1,101,2,2,5,0,104,0.5,101
C#Cc1ccc([C@@H]2C=C(C(=O)N3CCN(Cc4ccc5c(c4)OCO5)CC3)O[C@H](OCCCCO)C2)cc1,-5,4,-1,102,1,0,-5,0,99,0.9,97
Cc1nc2ccccc2nc(=O)c1NNc1ccc([N+](=O)[O-])cc1,-4,14,-3,97,-3,0,6,-3,101,-0.3,98

# Full records from above. Screens in order: Bim-Bcl-2 | ABCG2 block | Bcl-B Bim block | RGS8-Gao reg | Bim-Bcl-W | Bcl-XL Bim block | Bfl-1 Bim block | Mcl-1 Bim block | RGS4-Gao reg | ABCB1 inh | RGS7-Gao reg
# Clc1ccc(OCCOCCN2CCCCC2)c(Br)c1 reads 2 | 1 | -1 | 101 | 2 | 2 | 5 | 0 | 104 | 0.5 | 101
# Cc1nc2ccccc2nc(=O)c1NNc1ccc([N+](=O)[O-])cc1 reads -4 | 14 | -3 | 97 | -3 | 0 | 6 | -3 | 101 | -0.3 | 98

# Screens deposited in PubChem by NMMLSC.

# Rows are unselected (roughly 0.94% active in at least one column).
